ELG1 genotox = inducers of genotoxicity in HEK293T ELG1-luciferase cells. AID 504466. 330,000 compounds, 1.3% hits. HEK293T ELG1-luciferase reporter, luminescence, 16 h. Potency, µM (highest dose often 46 µM), for the others: at the top dose activity change, positive = activation, hits mostly activators; note: % of control where 0% means no effect; nearly all actives have a fitted effect of over 60% in size
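ELG1-luciferase HEK293T cells, 2,000/well; compound pinned in; 16 hr, 37 °C, 5% CO2; ONE-Glo, 30 min RT; luminescence on CCD imager.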
FLuc counter = firefly luciferase modulation, counter-screen for miR-21 project; purified FLuc, Km substrates, luminescence inhibition; 360,000 compounds, 6.9% hits; Potency, µM (titrated, usually from 57.5 µM), inactives show top-dose activity change, negative = inhibition, most hits filed as inhibitors; AID 588342;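 note: plate controls were vehicle for no effect and reference inhibitor for full effect; nearly all actives have a fitted effect of over 55% in size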
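Biochemical qHTS of compounds, final roughly 60 µM downward over six points, against 10 nM purified firefly luciferase using Km concentrations of substrates (10 uM D-luciferin, 10 uM ATP) in Tris acetate pH 7.5 buffer; luminescence output.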
MLL CXXC-DNA inh = blocks binding of human MLL CXXC domain to DNA; Q03164; Potency, µM (series often up to 115 µM), for the others: at the highest dose activity change, negative = inhibition, actives largely listed as inhibitors; 290,000 compounds, 0.037% hits; MLL-CXXC / FITC-HOXA9 DNA fluorescence polarization; AID 2662; active = well fitted inhibition curve with a large enough effect in the polarisation, with a control signal flat, not every such curve was filed as active; inconclusive = small, poorly fitted or top-dose-only effect, or effect the other way, or a change in a side signal; inactive = no such curve, though single readings can be large or run the other way; the % refers to the polarisation
Target sequence (Q03164 whole entry, looked up, the tested form may be a part): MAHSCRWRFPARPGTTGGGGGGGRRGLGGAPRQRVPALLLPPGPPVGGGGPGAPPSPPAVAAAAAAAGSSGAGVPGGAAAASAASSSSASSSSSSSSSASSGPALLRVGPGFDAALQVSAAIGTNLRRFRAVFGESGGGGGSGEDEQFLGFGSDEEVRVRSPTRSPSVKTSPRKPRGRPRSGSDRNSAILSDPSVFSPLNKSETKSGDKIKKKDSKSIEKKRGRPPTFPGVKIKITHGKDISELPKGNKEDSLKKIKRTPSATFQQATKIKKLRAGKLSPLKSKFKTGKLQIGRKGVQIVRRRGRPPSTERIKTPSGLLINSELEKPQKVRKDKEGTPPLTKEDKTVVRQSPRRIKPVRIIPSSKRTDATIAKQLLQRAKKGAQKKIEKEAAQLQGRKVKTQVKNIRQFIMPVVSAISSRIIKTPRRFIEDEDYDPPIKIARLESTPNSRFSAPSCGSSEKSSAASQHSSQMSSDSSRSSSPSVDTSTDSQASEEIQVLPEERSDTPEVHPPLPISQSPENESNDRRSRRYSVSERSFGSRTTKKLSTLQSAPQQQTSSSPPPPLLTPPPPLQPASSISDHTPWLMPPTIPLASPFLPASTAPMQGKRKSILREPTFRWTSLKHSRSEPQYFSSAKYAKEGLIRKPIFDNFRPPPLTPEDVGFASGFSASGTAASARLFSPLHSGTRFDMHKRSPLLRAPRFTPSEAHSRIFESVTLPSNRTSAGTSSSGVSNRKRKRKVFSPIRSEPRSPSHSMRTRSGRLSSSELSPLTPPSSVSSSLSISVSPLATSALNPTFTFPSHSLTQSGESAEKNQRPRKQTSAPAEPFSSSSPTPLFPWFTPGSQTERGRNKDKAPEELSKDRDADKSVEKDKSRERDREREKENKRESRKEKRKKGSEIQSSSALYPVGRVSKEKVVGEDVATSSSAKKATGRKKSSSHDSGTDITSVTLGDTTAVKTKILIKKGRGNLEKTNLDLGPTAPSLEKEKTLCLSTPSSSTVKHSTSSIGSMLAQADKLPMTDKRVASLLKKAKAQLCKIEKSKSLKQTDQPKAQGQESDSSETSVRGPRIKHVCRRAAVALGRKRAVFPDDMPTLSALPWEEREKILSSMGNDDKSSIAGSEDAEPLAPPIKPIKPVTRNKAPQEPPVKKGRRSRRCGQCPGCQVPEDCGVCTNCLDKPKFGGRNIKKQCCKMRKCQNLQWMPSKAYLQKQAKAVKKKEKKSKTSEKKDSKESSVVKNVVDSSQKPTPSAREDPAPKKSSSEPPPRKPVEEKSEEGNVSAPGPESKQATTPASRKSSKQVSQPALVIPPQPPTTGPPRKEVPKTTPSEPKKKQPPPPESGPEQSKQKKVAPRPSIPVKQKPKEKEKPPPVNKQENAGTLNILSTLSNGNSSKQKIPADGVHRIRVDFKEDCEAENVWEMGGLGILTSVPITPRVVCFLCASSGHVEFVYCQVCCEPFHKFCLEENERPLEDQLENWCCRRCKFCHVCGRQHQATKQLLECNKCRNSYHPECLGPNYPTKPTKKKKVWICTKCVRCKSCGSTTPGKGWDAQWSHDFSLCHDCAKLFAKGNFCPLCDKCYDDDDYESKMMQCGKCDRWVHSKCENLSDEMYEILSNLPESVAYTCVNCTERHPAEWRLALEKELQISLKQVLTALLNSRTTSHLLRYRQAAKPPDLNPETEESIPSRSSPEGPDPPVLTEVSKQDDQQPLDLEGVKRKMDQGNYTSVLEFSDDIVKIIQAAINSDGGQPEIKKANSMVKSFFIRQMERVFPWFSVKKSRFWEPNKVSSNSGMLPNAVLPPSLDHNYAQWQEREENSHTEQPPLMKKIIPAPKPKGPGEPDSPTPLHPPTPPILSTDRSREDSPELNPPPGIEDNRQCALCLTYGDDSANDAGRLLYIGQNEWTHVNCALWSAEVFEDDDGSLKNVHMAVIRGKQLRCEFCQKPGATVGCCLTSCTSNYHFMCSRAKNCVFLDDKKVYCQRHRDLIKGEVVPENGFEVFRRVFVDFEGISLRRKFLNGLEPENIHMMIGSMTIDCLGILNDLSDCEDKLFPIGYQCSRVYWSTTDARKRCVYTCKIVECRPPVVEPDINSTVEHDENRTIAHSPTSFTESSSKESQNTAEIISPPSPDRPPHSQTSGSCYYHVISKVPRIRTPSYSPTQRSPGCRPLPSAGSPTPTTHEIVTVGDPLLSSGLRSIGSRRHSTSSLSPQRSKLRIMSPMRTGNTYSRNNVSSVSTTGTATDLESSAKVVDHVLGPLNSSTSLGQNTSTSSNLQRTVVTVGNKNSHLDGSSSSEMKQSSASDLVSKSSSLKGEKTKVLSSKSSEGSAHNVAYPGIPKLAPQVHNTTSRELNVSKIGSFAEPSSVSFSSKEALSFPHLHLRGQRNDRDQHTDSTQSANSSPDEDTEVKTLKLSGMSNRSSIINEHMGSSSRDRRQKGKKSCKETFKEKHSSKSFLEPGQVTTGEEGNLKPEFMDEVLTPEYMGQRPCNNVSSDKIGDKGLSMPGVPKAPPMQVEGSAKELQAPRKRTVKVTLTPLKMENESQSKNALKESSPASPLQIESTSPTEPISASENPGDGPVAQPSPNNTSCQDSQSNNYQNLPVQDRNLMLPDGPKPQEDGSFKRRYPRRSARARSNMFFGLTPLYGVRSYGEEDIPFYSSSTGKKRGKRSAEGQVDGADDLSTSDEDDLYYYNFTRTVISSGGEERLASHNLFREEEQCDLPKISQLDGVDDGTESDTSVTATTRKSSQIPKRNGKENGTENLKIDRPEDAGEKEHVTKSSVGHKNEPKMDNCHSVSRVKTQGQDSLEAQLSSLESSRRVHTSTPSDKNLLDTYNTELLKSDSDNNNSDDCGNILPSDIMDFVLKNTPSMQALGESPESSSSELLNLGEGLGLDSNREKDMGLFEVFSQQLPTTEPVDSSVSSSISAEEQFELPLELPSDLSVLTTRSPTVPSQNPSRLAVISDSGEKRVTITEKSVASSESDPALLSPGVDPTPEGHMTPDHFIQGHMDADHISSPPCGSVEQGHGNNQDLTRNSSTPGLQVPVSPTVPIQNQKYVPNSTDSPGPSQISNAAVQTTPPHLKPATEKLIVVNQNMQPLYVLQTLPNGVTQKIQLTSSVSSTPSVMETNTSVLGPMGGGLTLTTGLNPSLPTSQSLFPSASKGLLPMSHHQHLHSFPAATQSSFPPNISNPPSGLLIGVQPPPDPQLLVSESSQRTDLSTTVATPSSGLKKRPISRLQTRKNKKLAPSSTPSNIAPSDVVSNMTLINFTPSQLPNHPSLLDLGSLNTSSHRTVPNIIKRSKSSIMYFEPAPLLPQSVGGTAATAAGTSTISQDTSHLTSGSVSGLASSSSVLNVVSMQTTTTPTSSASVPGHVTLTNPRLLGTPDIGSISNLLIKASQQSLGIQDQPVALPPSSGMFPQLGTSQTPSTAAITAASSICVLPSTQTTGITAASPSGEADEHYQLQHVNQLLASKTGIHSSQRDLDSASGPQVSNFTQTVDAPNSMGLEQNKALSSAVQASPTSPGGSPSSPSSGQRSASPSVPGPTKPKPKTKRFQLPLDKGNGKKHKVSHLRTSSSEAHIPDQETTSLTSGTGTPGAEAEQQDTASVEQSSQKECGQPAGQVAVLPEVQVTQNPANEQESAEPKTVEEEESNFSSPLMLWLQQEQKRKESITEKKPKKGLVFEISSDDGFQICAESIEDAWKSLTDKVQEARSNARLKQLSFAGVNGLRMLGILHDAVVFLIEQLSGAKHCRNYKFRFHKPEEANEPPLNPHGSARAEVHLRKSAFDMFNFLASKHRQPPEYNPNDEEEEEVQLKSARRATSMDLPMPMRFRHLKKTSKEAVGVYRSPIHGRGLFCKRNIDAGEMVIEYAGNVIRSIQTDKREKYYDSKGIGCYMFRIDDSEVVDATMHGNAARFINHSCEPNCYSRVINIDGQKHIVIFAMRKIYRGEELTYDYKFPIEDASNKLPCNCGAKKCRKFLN
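Fluorescence polarization: 7 uM MLL-CXXC (stock) preincubated 5 min with compounds, then 50 nM fluorescein-HOX-A9 DNA (stock) added; 30 min ambient. Buffer 50 mM Tris-HCl pH 7.5, 50 mM NaCl, 1 mM DTT, 0.05% BSA.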
BRCA1 expr act = BRCA1 expression activation; Potency, µM (titrated, usually from 46.1 µM), for the others: top-dose activation, most hits filed as activators; AID 624202; MCF7-BRCA1-FFLuc reporter, luminescence, 48 h; response scale: scaled: vehicle 0%, 10 µM genistein 100%; 380,000 compounds, 1.1% hits; note: nearly all actives have a fitted effect of over 80% in size; some results filed as inactive show a strong effect at the top dose
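Using MCF7 cells harboring a BRCA1 firefly luciferase reporter, plated 2 h before compound pinning, the screen measured luminescence after 48 h incubation. Responses were normalized to DMSO and 10 microM genistein, then fitted for concentration-effect.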
MBNL1-CUG inh = MBNL1-poly(CUG) RNA binding inhibition. Q9NR56. TR-FRET MBNL1-His/biotin-(CUG)12 binding, 665/545 ratio. Potency, µM (top dose mostly 57.5 µM), for the others: top-dose activity change, negative = inhibition, usual class: inhibitors. 280,000 compounds, 0.036% hits. AID 2675; active = well fitted inhibition curve with a large enough effect in the signal ratio, with a control signal flat, not every such curve was filed as active; inconclusive = small, poorly fitted or top-dose-only effect, or effect the other way, or a change in a side signal; inactive = no such curve, though single readings can be large or run the other way; the % refers to the signal ratio; note: % is set by controls: 0 for no effect and ±100 for the full control effect
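TR-FRET between His-tagged MBNL1 and biotin-(CUG)12 RNA, detected with Tb anti-His antibody (0.055 ng/ul) and streptavidin-XL665 (5 nM), 60 min at room temperature. Compounds titrated 92 nM to 58 uM; 665/545 nm ratio normalized to buffer and complex controls.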
Rab9 promoter act = activates the Rab9 promoter | Huh7 Rab9 promoter-luciferase reporter, luminescence, 24 h | Potency, µM (titrated, usually from 9.22 µM), without a hit: top-dose activation, negative = inhibition, actives largely listed as activators | 320,000 compounds, 2.8% hits | AID 485297; note: % of control where 0% means no effect; nearly all actives have a fitted effect of over 60% in size
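Luciferase signal after 10 min detection reagent at ambient indicates Rab9 promoter upregulation; stably transfected Huh7 cells were treated 24 h with compound in DMSO at 37 °C, 5% CO2.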
NPC1 prom act = activators of NPC1 promoter | 320,000 compounds, 2.4% hits | Potency, µM (series often up to 9.22 µM), for inactives: top-dose activation, most hits filed as activators | Huh7 NPC1 promoter luciferase reporter, 24 h;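 note: % of control where 0% means no effect; nearly all actives have a fitted effect of over 60% in size; reporter is driven by a mutant NPC1 promoter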
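Luminescence from an NPC1 promoter-driven luciferase reporter in stably transfected Huh7 cells was measured after 24 h compound treatment at 37 °C, followed by 10 min ambient incubation with luciferase detection reagent.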
Gal4-VP16 FLuc = counter-screen for ROR gamma inhibitors: Gal4-VP16 reporter; Potency, µM (doses to about 53.6 µM), for inactives: at the highest dose activity, negative = inhibition, usual class: inhibitors; Drosophila S2 Gal4-VP16 UAS-luciferase, luminescence, 20 h; 310,000 compounds, 3.5% hits; AID 2546;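 note: Gal4-VP16 expression switched on by copper sulfate through the metallothionein promoter; % is set by controls: 0 for no effect and ±100 for the full control effect; nearly all actives have a fitted effect of over 50% in size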
uPA surface inh = cell surface uPA generation inhibition | cell surface uPA generation assay, qHTS | Potency, µM (series often up to 38.3 µM), for the others: at the highest dose activity change, negative = inhibition, hits mostly inhibitors | 330,000 compounds, 0.31% hits | AID 540303; active = well fitted inhibition curve with a large enough effect; inconclusive = small, poorly fitted or top-dose-only effect; inactive = no such curve, though single readings can be large or run the other way; tested in mouse RAW 264.7 cells; note: % is set by controls: 0 for no effect and ±100 for the full control effect; nearly all actives have a fitted effect of over 55% in size
RORgamma inh = ROR gamma (mouse) transcription inhibition | Potency, µM (series often up to 53.6 µM), inactives show at the highest dose activity change, negative = inhibition, hits mostly inhibitors | 310,000 compounds, 5.4% hits | P51450 | Drosophila S2 Gal4-RORgamma UAS-luciferase reporter, 20 h; note: % is set by controls: 0 for no effect and ±100 for the full control effect; nearly all actives have a fitted effect of over 60% in size
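Drosophila Schneider cells stably carrying a metallothionein-driven Gal4 DBD–ROR gamma fusion and a UAS-Photinus luciferase reporter were exposed to compound for 1 hr, then induced with copper sulfate (700 uM final) for 20 hr at ambient temperature before luminescence reading.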
p53 reactivator = mutant p53 re-activation in reporter cells. H1299 p53-A138V BP100-luciferase reporter, luminescence, 24 h. Potency, µM (series often up to 92.2 µM), without a hit: at the top dose activity change, positive = activation, actives largely listed as activators. 320,000 compounds, 0.063% hits. AID 504706; note: % of control where 0% means no effect; nearly all actives have a fitted effect of over 45% in size
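p53-null H1299 cells stably carrying temperature-sensitive p53-A138V and a BP100-luciferase reporter were pinned with compounds (4-point, 1:5 series) and held 24 hrs at 37 deg C. Luminescence was read 10 min after detection reagent.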
* hit, by the source's call; ? = inconclusive; . = not tested or not shown; [ ] = another dose, or the depositor's remark. Unless noted, calls come from the whole dose curve; as a rule, active = well fitted curve in the direction sought with a large enough effect; inconclusive = small, poorly fitted or top-dose-only effect, or another doubt; inactive = no such curve, though single readings can be large; an effect the other way counts as inactive or inconclusive. Potency is the fitted concentration of half-maximal effect. This is a subset; the hit share may differ from the screen's.

SMILES	ELG1 genotox	FLuc counter	MLL CXXC-DNA inh	BRCA1 expr act	MBNL1-CUG inh	Rab9 promoter act	NPC1 prom act	Gal4-VP16 FLuc	uPA surface inh	RORgamma inh	p53 reactivator
COc1cccc(C2C3=C(N=C4SCC(=O)N42)c2ccccc2CC3)c1OC (stereo not given)	1%	-9%	26%	-10%	7%	-3%	1%	-2%	2%	-15%	6%
CC(=O)Oc1ccc2c(=O)c(Oc3ccccc3)c(C)oc2c1OC(C)=O	3%	-7%	2%	-56%	6%	5%	7%	-11%	-6%	-6%	9%
COc1cc([N+](=O)[O-])ccc1NC(=O)CCCOc1ccc(C)cc1	-1%	-10%	0%	-10%	15%	0%	-1%	-14%	9%	1%	-7%
CCCN1CCn2c3c(c4cc(Br)ccc42)CCCC31 (stereo not given)	-5%	?	-13%	-2%	-3%	10%	2%	2%	-1%	-5%	4%
COc1ccccc1NC(=O)COC(=O)/C=C/c1ccccc1[N+](=O)[O-]	0%	?	12%	-1%	12%	4%	-3%	1%	1%	-8%	-6%
CCN(CC)S(=O)(=O)c1cc(C(=O)OC(C)C(=O)NCc2ccco2)ccc1C (stereo not given)	-1%	3%	.	-18%	.	-3%	-2%	.	?	.	6%
N#C/C(=C/c1cn(CC(=O)O)c2ccccc12)c1ccc(F)cc1	1%	?	0%	55%	19%	-4%	-5%	-9%	2%	-2%	-6%
Cn1cc(S(=O)(=O)N2CCCC2)cc1C(=O)NCc1ccc(Cl)cc1	-7%	-1%	.	-12%	6%	-8%	-2%	-2%	10%	?	6%
Cc1ccc2nc(SCC(=O)Nc3cccc4ccccc34)nc(=O)n2c1	0%	0%	.	22%	.	1%	4%	.	0%	.	-2%
Cc1ccc(/C(C#N)=C\c2ccc(N3CCOCC3)o2)cc1	18µM*	24µM*	?	77%	16%	3.2µM*	4µM*	2%[0.365 µM]	?	1.8µM*	-22%
CNC(=S)Nc1cccc(Cl)c1C	-3%	1%	2%	0%	-5%	-1%	-4%	?	-1%	13µM*	-1%
CCCn1c(SCC(=O)Nc2ccc(NC(=O)CC)cc2)nc2c1c(=O)n(C)c(=O)n2C	-1%	2%	4%	-28%	-8%	-1%	0%	?	2%	14%	-2%
Cc1ccc(C2CC(=O)NC3=C2C(=O)CCC3)cc1Br (stereo not given)	1%	3%	9%	4%	2%	2%	-3%	-6%	-8%	20%	-4%
C=CCn1c(SCc2n[nH]c(=S)n2-c2ccccc2)nnc1-c1ccccc1	-2%	-2%	6%	-2%	-3%	-3%	-3%	3%	10%	-23%	1%
COc1ccccc1CNC(=O)c1cc(S(=O)(=O)N2CCOCC2)cn1C	-3%	-1%	.	3%	-1%	13%	-1%	4%	10%	37%	6%
Cc1cc(/C=N/O)c(C)n1-c1ccccc1	9%	17µM*	2%	61%	.	17%	8%	15%	0%	-9%	?
COC(=O)c1ccc(N2CCN(CCNC(=O)Nc3ccc(OC)cc3)CC2)cc1	-6%	2%	2%	-20%	-10%	-2%	-3%	-19%	-11%	-10%	15%
COc1ccc(OC)c(/C=N/NC(=O)c2[nH]ncc2Br)c1	1%	-10%	-21%	-4%	.	7%	3%	-2%	1%	2%	-1%
CNC(=O)CSc1nnc(C(C)C)n1C	4%	2%	-2%	1%	-4%	-2%	-7%	-4%	.	-11%	0%
OCc1nnn(-c2ccccc2)c1CO	0%	-3%	-14%	12%	-15%	-1%	-1%	3%	5%	-6%	-1%
CCc1ccc(C(=O)CN2C(=O)NC3(CCc4ccccc43)C2=O)cc1 (stereo not given)	-2%	?	.	-7%	.	6%	2%	.	-14%	.	-2%
CCOc1ccc2nc(SCC(=O)NCc3ccc(S(N)(=O)=O)cc3)[nH]c2c1	-1%	0%	-5%	-14%	-5%	2%	-1%	.	4%	.	.
COc1ccc(CNC(=O)c2ccc(C)o2)cc1	11%	-9%	11%	25%	4%	-1%	-4%	2%	1%	0%	7%
CC(NC(=S)Nc1ccc(F)cc1)C(c1cccs1)N1CCOCC1 (stereo not given)	1%	2%	-6%	-28%	-16%	2%	-1%	?	-7%	4µM*	1%
COCCn1c(SCc2nc3ccccc3s2)nc2ccccc21	?	12µM*	-5%	-49%	1%	3.5µM*	?	6%	2%	-3%	?

Going on with the list.
SMILES	ELG1 genotox	FLuc counter	MLL CXXC-DNA inh	BRCA1 expr act	MBNL1-CUG inh	Rab9 promoter act	NPC1 prom act	Gal4-VP16 FLuc	uPA surface inh	RORgamma inh	p53 reactivator
CC(=O)CCCCn1cnc2c1c(=O)n(C)c(=O)n2C	.	0%	-15%	.	-12%	-3%	-1%	7%	.	3%	.
CC(C)CC(NS(=O)(=O)c1ccccc1S(=O)(=O)NC(CC(C)C)C(=O)O)C(=O)O (stereo not given)	-4%	1%	-10%	0%	-1%	-3%	-2%	6%	-1%	0%	9%
O=C(CSc1nc(C(F)(F)F)cc(=O)[nH]1)N1CCCC1	3%	-1%	.	-12%	.	1%	11%	.	4%	.	-1%
O=C(C1CCN(C2CCN(C/C=C/c3ccccc3)CC2)CC1)N1CCOCC1	0%	-2%	-7%	-9%	-6%	9%	1%	1%	-1%	-29%	3%
Cc1cccc(COc2ccccc2/C=N/Nc2ccc([N+](=O)[O-])cc2)c1	-6%	-2%	3%	-30%	0%	-12%	5%	3%	7%	18%	6%
CC(=O)c1ccc(N2Cc3ccccc3C2=NC(=O)c2cccs2)cc1	?	?	0%	?	13%	?	?	-12%	?	-7%	60%
Nc1c(C(=O)Nn2cnnc2)cc([N+](=O)[O-])cc1[N+](=O)[O-]	3%	3%	2%	.	?	-2%	0%	-5%	.	-5%	2%
CCCc1nn(-c2cc(Cl)ccc2OC)c2c1C(=O)CCC2	-1%	2%	-2%	-16%	-1%	2%	0%	-5%	9%	7%	-3%
COc1ccc(CC(=O)OCC(=O)NC(=O)Nc2ccccc2F)cc1	1%	-1%	.	-28%	.	-4%	-1%	.	1%	.	5%
Cc1cc(=O)oc2ccc(OC(C)C(=O)O)cc12 (stereo not given)	-2%	0%	9%	-7%	-3%	-4%	-1%	-7%	5%	-7%	1%
CCc1ccccc1N1C(=O)CC(Sc2nccc(C)n2)C1=O (stereo not given)	-3%	-2%	8%	-1%	-2%	6%	-1%	?	37%[activator]	?	1%
O=C(O)c1cn2c3c(ccc(Cl)c3c1=O)OCC2	0%	-1%	0%	4%	2%	2%	-3%	-1%	-3%	-22%	1%
O=C1c2cccnc2C(Nc2cccc(F)c2)N1Cc1ccco1 (stereo not given)	4%	4%	27%	0%	-1%	-2%	1%	22%	-6%	0%	?
CNC(=S)Nc1ccc(Br)cc1	-1%	3%	1%	-4%	2%	0%	4%	-2%	-2%	35µM*	10%
O=C(O)C1CCC(CNS(=O)(=O)c2ccc(Cl)cc2)CC1 (stereo not given)	-1%	1%	-5%	5%	0%	-4%	1%	2%	3%	17%	-10%
CCOC1=NN(c2ccccc2)C(=O)/C1=C\N(C)C	-1%	-10%	?	-15%	.	1%	-3%	-11%	6%	0%	-3%
O=C(Cn1cccn1)N1CCCC(N2CCN(c3ccccc3F)CC2)C1 (stereo not given)	-2%	1%	0%	20%	10%	7%	-3%	-6%	2%	-24%	?
CC(C)CCn1c(N2CCCC2)nc2c1c(=O)[nH]c(=O)n2C	-4%	1%	21%	-10%	-6%	2%	-2%	-8%	-23%	?	.
N#Cc1nc(-c2ccc(OCc3ccccc3Cl)cc2)oc1NCCCn1ccnc1	10%	-4%	?	.	-5%	2%	0%	-8%	.	-9%	27%
COc1ccccc1-n1c(SCC(=O)N2CCOCC2)nc2cccnc21	-2%	-1%	-13%	21%	-2%	1%	2%	-9%	.	-5%	0%
Cc1ccccc1NC(=O)CCn1c(=O)oc2ccccc21	-8%	-1%	2%	28%	?	-3%	1%	-12%	-12%	?	-5%
CC(C)(C)n1nc2c(c1NC(=O)COc1ccc3ccccc3c1)CS(=O)C2 (stereo not given)	11%	-2%	12%	4%	1%	-9%	-4%	0%	6%	?	-3%
Cc1nc2ccc(C(=O)N/N=C/c3ccccc3O)cc2[nH]1	?	12µM*	162%[activator]	41%	?	?	?	18%	-5%	-5%	?

Source: PubChem (National Center for Advancing Translational Sciences (NCATS))
